KCNH2 3.1 block – qHTS for Inhibitors of KCHN2 3.1: Mutant qHTS; Potassium voltage-gated channel subfamily H member 2, brain isoform KCNH2 3.1 (human); U2OS KCNH2 3.1, thallium flux FluxOr; hits give low values; activity change, % (tested at about 1.8 µM); hit rate 0.95% among 340,000;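 active means maximum activity change below -70%; inconclusive means maximum activity change from -70% to -50%; inactive means maximum activity change above -50%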;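 further: thallium influx rate constant from kinetic fluorescence after stimulation buffer; on the % scale 0 is the no-effect control and ±100 the full control effect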
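Thallium flux via FluxOr fluorescence (Red40 quencher, 45 min loading) in U2OS cells virally expressing the KCNH2 3.1 isoform (1.77 x 10^8 /mL virus, overnight at 37 C). Rate constants from 2-min kinetic reads post-stimulation, normalised to positive and negative controls.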
FLuc counter – qHTS profiling assay for firefly luciferase inhibitor/activator using purifed enzyme and Km concentrations of substrates (counterscreen for miR-21 project). Luciferin 4-monooxygenase (Photinus pyralis), P08659. purified FLuc, Km substrates, luminescence inhibition. Potency, µM (top dose mostly 57.5 µM), for the others: at the highest dose activity change, negative = inhibition, actives largely listed as inhibitors. hit rate 6.9% among 360,000. AID 588342, 2011;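 further: potency means the concentration at half of the fitted maximal effect; plate controls were vehicle for no effect and reference inhibitor for full effect; nearly all actives have a fitted effect of over 55% in size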
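Purified P. pyralis luciferase (10nM final) with 10uM D-luciferin and 10uM ATP (Km levels) in 50mM Tris acetate pH 7.5, 10mM Mg acetate, 0.01% Tween-20, 0.05% BSA; qHTS 6-point titration, ~60 µM downward; luminescence read.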
Mito fusion act – qHTS Assay for Small Molecule Inhibitors of Mitochondrial Division or Activators of Mitochondrial Fusion | S. cerevisiae fusion-defective mutant growth rescue, CellTiterGlo 48 h | Potency, µM (top dose mostly 46.1 µM), for inactives: at the highest dose growth rescue (activation), hits mostly activators | hit rate 0.23% among 320,000 | AID 485298, 2010;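 further: potency means the concentration at half of the fitted maximal effect; % of control where 0% means no effect; nearly all actives have a fitted effect of over 45% in size; temperature-sensitive fusion mutants such as fzo1-1 at 37 °C on non-fermentable ethanol glycerol medium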
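S. cerevisiae fusion-defective temperature-sensitive mutants (e.g. fzo1-1, mgm1-5) grown 48 h at 37C in YPEG (ethanol/glycerol non-fermentable) medium with 23 nl compound per well; growth rescue read as CellTiterGlo luminescence.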
VP16 counter – VP16 counterscreen qHTS for inhibitors of ROR gamma transcriptional activity. Drosophila S2 Gal4-VP16 UAS-luciferase, luminescence, 20 h. Potency, µM (titrated, usually from 53.6 µM), without a hit: at the top dose activity, negative = inhibition, usual class: inhibitors. hit rate 3.5% among 310,000. AID 2546, 2010;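 further: Gal4-VP16 expression switched on by copper sulfate through the metallothionein promoter; potency means the concentration at half of the fitted maximal effect; on the % scale 0 is the no-effect control and ±100 the full control effect; nearly all actives have a fitted effect of over 50% in size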
RORg inh – qHTS for inhibitors of ROR gamma transcriptional activity | Potency, µM (top dose mostly 53.6 µM), for the others: at the highest dose activity change, negative = inhibition, hits mostly inhibitors | Drosophila S2 Gal4-RORgamma UAS-luciferase reporter, 20 h | Nuclear receptor ROR-gamma (Mus musculus), P51450 | hit rate 5.4% among 310,000 | AID 2551, 2010; further: potency means the concentration at half of the fitted maximal effect; on the % scale 0 is the no-effect control and ±100 the full control effect; nearly all actives have a fitted effect of over 60% in size
Target sequence (P51450 whole entry, looked up, the tested form may be a part): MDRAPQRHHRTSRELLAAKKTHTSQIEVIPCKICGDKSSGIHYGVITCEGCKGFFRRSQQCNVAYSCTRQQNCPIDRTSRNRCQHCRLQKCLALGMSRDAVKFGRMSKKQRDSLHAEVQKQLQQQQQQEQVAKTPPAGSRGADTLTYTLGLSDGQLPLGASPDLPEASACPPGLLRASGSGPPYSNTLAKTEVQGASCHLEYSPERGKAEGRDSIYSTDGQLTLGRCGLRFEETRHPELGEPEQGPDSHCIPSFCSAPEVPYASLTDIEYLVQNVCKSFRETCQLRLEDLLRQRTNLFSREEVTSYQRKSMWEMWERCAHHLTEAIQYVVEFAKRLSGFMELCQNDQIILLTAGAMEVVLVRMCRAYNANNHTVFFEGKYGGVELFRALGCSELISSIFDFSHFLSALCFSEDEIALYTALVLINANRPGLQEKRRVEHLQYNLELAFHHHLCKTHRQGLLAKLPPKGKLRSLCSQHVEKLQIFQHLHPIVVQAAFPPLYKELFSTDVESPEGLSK
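ROR gamma transcriptional activity was tracked as Gal4-UAS luciferase output in stably transfected Drosophila Schneider cells, with compound added 1 hr before 700 uM copper sulfate induction and a 20 hr ambient-temperature incubation.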
ELG1 repair inh – qHTS screen for small molecules that inhibit ELG1-dependent DNA repair in human embryonic kidney (HEK293T) cells expressing luciferase-tagged ELG1; HEK293T ELG1-luciferase reporter, luminescence, 16 h; DNA damage induced by 5-fluorouridine; Potency, µM (series often up to 46.1 µM), inactives show top-dose activity change, negative = inhibition, hits mostly inhibitors; hit rate 2.3% among 330,000; further: potency means the concentration at half of the fitted maximal effect; on the % scale 0 is the no-effect control and ±100 the full control effect; nearly all actives have a fitted effect of over 55% in size
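Overnight (16 hr) co-exposure of 2,000 cells/well to 5-fluorouridine and compound at 37 °C preceded detection. Luciferase was quantified via ONE-Glo luminescence; loss of signal denotes inhibition.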
Menin MLL FP TR – qHTS Assay for Inhibitors Targeting the Menin-MLL Interaction in MLL Related Leukemias: Competition With Texas Red Labeled MLL-derived Mutant Peptide. Potency, µM (titrated, usually from 61.6 µM), for inactives: at the top dose FP activity change, negative = inhibition, usual class: inhibitors. Menin + Texas Red MLL mutant peptide, fluorescence polarization. AID 1768, 2009. hit rate 0.23% among 270,000; active means well fitted inhibition curve with a large enough effect in the polarisation, with a control signal flat, not every such curve was filed as active; inconclusive means small, poorly fitted or top-dose-only effect, or effect the other way, or a change in a side signal; inactive means no such curve, though single readings can be large or run the other way; the % refers to the polarisation; further: potency means the concentration at half of the fitted maximal effect; % of control where 0% means no effect; many of its hits are not listed in these tables
Target sequence (O00255 whole entry, looked up): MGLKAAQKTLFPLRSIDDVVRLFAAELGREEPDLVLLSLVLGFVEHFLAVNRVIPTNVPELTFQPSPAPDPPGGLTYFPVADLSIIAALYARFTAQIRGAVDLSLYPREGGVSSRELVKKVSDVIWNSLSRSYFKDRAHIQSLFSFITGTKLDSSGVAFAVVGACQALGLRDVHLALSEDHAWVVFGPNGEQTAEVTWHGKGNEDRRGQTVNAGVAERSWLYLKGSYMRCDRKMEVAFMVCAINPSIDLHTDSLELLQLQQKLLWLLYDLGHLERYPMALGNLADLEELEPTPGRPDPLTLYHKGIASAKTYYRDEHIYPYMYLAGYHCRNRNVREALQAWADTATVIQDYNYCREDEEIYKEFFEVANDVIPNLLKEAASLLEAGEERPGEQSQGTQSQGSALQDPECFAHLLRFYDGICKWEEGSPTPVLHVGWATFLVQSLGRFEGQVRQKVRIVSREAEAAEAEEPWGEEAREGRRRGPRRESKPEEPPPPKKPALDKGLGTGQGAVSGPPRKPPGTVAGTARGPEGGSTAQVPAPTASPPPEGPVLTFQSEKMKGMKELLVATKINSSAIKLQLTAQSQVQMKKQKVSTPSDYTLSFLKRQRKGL
Rab9 promoter act – qHTS Assay for Rab9 Promoter Activators; Potency, µM (titrated, usually from 9.22 µM), inactives show top-dose activation, negative = inhibition, usual class: activators; Huh7 Rab9 promoter-luciferase reporter, luminescence, 24 h; AID 485297, 2010; hit rate 2.8% among 320,000; further: potency means the concentration at half of the fitted maximal effect; % of control where 0% means no effect; nearly all actives have a fitted effect of over 60% in size
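Cells were plated at 1500 per well in reduced-serum medium with 10% FBS and left 2 h. Compound in DMSO was then added for 24 h at 37 °C. Reporter signal was read by luminescence after 10 min with luciferase detection reagent.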
NPC1 prom act – qHTS Assay for NPC1 Promoter Activators | Huh7 NPC1 promoter luciferase reporter, 24 h | Potency, µM (top dose mostly 9.22 µM), for inactives: at the highest dose activation, actives largely listed as activators | hit rate 2.4% among 320,000;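 further: potency means the concentration at half of the fitted maximal effect; % of control where 0% means no effect; nearly all actives have a fitted effect of over 60% in size; reporter is driven by a mutant NPC1 promoter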
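Luminescence read-out of NPC1 promoter-driven luciferase in stably transfected Huh7 cells; compounds delivered in DMSO and left 24 h at 37C, 5% CO2, qHTS titration format.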
PKM2 activator – qHTS Assay for Activators of Human Muscle isoform 2 Pyruvate Kinase; Pyruvate kinase PKM (Homo sapiens), P14618; purified PKM2, Kinase-Glo ATP luminescence, activation; response scale: 0% is enzyme alone, no compound; Potency, µM (titrated, usually from 57.5 µM), for inactives: at the highest dose activation, hits mostly activators; hit rate 0.34% among 260,000; AID 1631, 2009; further: potency means the concentration at half of the fitted maximal effect; on the % scale 0 is the no-effect control and ±100 the full control effect; nearly all actives have a fitted effect of over 55% in size
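ATP formation by purified human PK-M2, quantified via coupled luciferase luminescence after 1 h at room temperature with 0.1 mM ADP and 0.5 mM PEP final.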
MBNL1 CUG block – qHTS Assay for Inhibitors of MBNL1-poly(CUG) RNA binding. Potency, µM (titrated, usually from 57.5 µM), for inactives: top-dose activity change, negative = inhibition, usual class: inhibitors. AID 2675, 2010. hit rate 0.036% among 280,000. TR-FRET MBNL1-His/biotin-(CUG)12 binding, 665/545 ratio; active means well fitted inhibition curve with a large enough effect in the signal ratio, with a control signal flat, not every such curve was filed as active; inconclusive means small, poorly fitted or top-dose-only effect, or effect the other way, or a change in a side signal; inactive means no such curve, though single readings can be large or run the other way; the % refers to the signal ratio; further: potency means the concentration at half of the fitted maximal effect; on the % scale 0 is the no-effect control and ±100 the full control effect
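His-tagged MBNL1 binding to biotinylated (CUG)12 RNA was measured by TR-FRET using terbium anti-His antibody (0.055 ng/ul final) and streptavidin-XL665 (5 nM final). Compounds were titrated 92 nM to 58 uM; 60 min at room temperature.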
Starred values were filed as active, the others as inactive; ? = inconclusive; / = not tested or not shown; & = joins results of further samples; [ ] = dose if it differs, or a comment. Unless noted, the call rests on the fitted dose curve; in most records, active means well fitted curve in the direction sought with a large enough effect; inconclusive means small, poorly fitted or top-dose-only effect, or another doubt; inactive means no such curve, though single readings can be large; an effect the other way counts as inactive or inconclusive. An excerpt. The share of hits here may be higher or lower than overall.

SMILES	KCNH2 3.1 block	FLuc counter	Mito fusion act	VP16 counter	RORg inh	ELG1 repair inh	Menin MLL FP TR	Rab9 promoter act	NPC1 prom act	PKM2 activator	MBNL1 CUG block
CCC/S(CC1CC1(Cl)Cl)=N\S(=O)(=O)c1ccc(C)cc1 (stereo unspecified)	8	1%	-6%	13%	20%	3%	-9%	1%	-4%	1%	0%
COC(=O)C1CN(C(=O)COc2cc(C)cc(C)c2)c2ccccc2O1 (stereo unspecified)	-8	-4%	5%	-1%	37%	1%	-17%	0%	3%	/	-14%
CCCn1c(C(C)Nc2nc(-c3ccc(Cl)c([N+](=O)[O-])c3)cs2)nc2cc(Cl)c(N3CCCCC3)cc21 (stereo unspecified)	0	1%	-6%	-4%	?	14%	?	3%	-3%	2%	6%
CCCn1c(-c2cc(OC)c(OC)c(OC)c2)nc2nc3ccccc3nc21	-11	2%	2%	-2%	-21%	16µM*	4%	1%	-8%	1%	?
C=CCNC(=O)C1CC(=O)N(c2ccc(C)cc2)C1 (stereo unspecified)	-12	0%	-8%	4%	20%	6%	6%	12%	2%	-3%	-7%
CCCCNC(=O)NS(=O)(=O)c1ccc(NC(=O)C(NC(N)=O)C(C)CC)cc1 (stereo unspecified)	-4	-1%	-4%	1%	-1%	-6%	/	-10%	0%	-1%	-14%
CCN(CC)Cc1c(C(=O)N2CCc3ccccc3C2)nc2ccc(Cl)cn12	-2	0%	8%	-22%	-14%	0%	-16%	-8%	2%	-2%	-14%
CN(C)C(=O)c1nc2ccccc2s1	1	?	-4%	6%	10%	?	5%	1%	10%	-6%	-14%
CCO/N=C/c1ccc(OC)c(Oc2nc(OC)cc(OC)n2)c1	-23	-3%	-4%	9%	6%	-13%	-11%	-10%	0%	-6%	-2%
O=C(CN(C(=O)Cn1nnc(-c2ccc(F)cc2)n1)C1CCCC1)NC1CCCC1	7	0%	8%	-6%	0%	-2%	-3%	7%	3%	-20%	-8%
COc1ccc(OC)c(CNn2c(-c3cccc(C)c3)nc3ccccc3c2=O)c1	2	-16%	1%	-5%	7%	18µM*	-1%	-4%	-3%	-5%	-1%
N#CCCN(Cc1cccnc1)C(=S)NC1CC2C=CC1C2 (stereo unspecified)	2	2%	3%	-1%	6%	?	/	-3%	2%	-5%	3%
Cc1ncsc1C(=O)N1CCCC(CNS(=O)(=O)c2cccs2)C1 (stereo unspecified)	2	-1%	-1%	5%	14%	0%	1%	-1%	-2%	1%	-3%
Cc1noc(C)c1COc1ccc(C(=O)NNC(=O)c2ccccc2O)cc1	1	-2%	9%	/	/	-8%	/	-2%	5%	/	/
CC1CCCN(c2ccc3nc4ccccc4c(=O)n3n2)C1 (stereo unspecified)	7	1.1µM*	9%	4.5µM*	8.9µM*	?	-7%	?	?	-24%	?
CCC(C)(C)NC(=S)Nc1ccc(-c2nc3ccc(C)cc3s2)cc1	11	2.7µM*	3%	-15%	8%	?	?	2.8µM*	4.5µM*	-17%	/
COc1ccc(NC(=O)CN(C)S(=O)(=O)c2ccc3c(c2)c(=O)n(C)c(=O)n3C)cc1	5	-2%&-6%	4%	4%	-10%	-11%	/	15%	-1%	/	-1%
CCOC(=O)c1cnc(SCC(=O)Nc2ccc3c(c2)OCCO3)nc1N	-13	-19%	-4%	0%	2%	-3%	3%	-1%	-2%	3%	-6%
Cn1c(CNC(=O)c2ccco2)nnc1SCC(=O)c1ccc(Br)cc1	10	-1%	-7%	-4%	11%	0%	4%	-3%	-7%	/	1%
O=C(O)COc1ccc(/C=N/O)cc1Br	-13	-13%	?	-7%	-9%	4%	7%	-1%	-1%	-2%	-2%
COc1ccccc1-c1nc(C(=O)NCC2CCCO2)cc2c1[nH]c1ccccc12 (stereo unspecified)	0	-10%	15%	-3%	41%	?	49%[activator]	0%	-1%	-11%	13%
CCOC(=O)[C@@H]1[C@H]2COc3cc(OC)ccc3[C@H]2N2C(=O)N(c3cccc(Cl)c3)C(=O)[C@]12C	-5	7%	-2%	-4%	6%	?	4%	1%	4%	-10%	-9%
CC(=O)OCCNc1cc(SC(C)C)c2nonc2c1[N+](=O)[O-]	2	-4%	5%	6%	-6%	-4%	-2%	1%	-6%	-7%	?
O=C(NN1C(=O)C2C(c3ccccc3)C=CC(c3ccccc3)C2C1=O)c1ccncc1 (stereo unspecified)	-15	?	-3%	4%	-2%	8%	3%	-4%	-6%	-3%	-13%
COc1ccc(CCNS(=O)(=O)c2ccc3c(c2)NC(=O)C(C)S3)cc1OC (stereo unspecified)	2	9%	5%	-5%	-24%	-28%	2%	-5%	-11%	2%[0.46 µM]	0%
NC(=O)C[n+]1cccc(CNC(=O)c2ccc(OC(F)F)cc2)c1	19	1%	-10%	0%	13%	0%	5%	0%	2%	-1%	-4%
COCn1c(-c2ccccc2)nc2ccccc21	7	-18%	2%	0%	-22%	?	11%	6%	-1%	21%	-1%
COC(=O)c1cccnc1-n1c(=O)c2cccnc2n(CC(=O)Nc2ccc(Br)cc2)c1=O	9	-9%	-3%	-9%	45%	-19%	10%	-8%	0%	-3%	-8%
CCOC(=O)N1CCN(C(=O)COC(=O)COc2c(C)cc(C)cc2C)CC1	4	-1%	7%	/	/	1%	/	-8%	0%	/	/
S=C1NC2=C(CCC/C2=C\c2ccc(Cl)cc2)C(c2ccc(Cl)cc2)N1 (stereo unspecified)	-5	-5%	5%	?	15%	-22%	/	-4%	-3%	-7%	/
COc1ccc(/C(N)=N/OC(=O)Cc2ccc(C)cc2)cc1OC	-8	-20%	1%	23%	?	14%	12%	-1%	0%	4%	/
COc1ccccc1CC(=O)Nc1ccc2c(c1)CCC2	-1	?	7%	16%	?	?	-15%	1%	-4%	6%	-12%
Cc1cccc(NC(=S)N2CCN(c3ccccc3F)CC2)c1C	7	0%	-19%	10µM*	8.9µM*	-5%	16%	4%	-4%	3%[11.5 µM]	8%
CC(C)(C)OC(=O)N1CCN(c2ccc(NC(=O)Cn3nnc(-c4ccccc4)n3)cc2)CC1	-11	1%	-6%	4%	?	7%	2%	0%	8%	2%	-1%
O=C(c1cc(COc2ccc(F)cc2Cl)on1)N1CCCCCC1	-3	6.7µM*	-1%	-3%	37%	?	/	2µM*	1.8µM*	/	-7%
O=C(COC(=O)/C=C/c1cccc(Br)c1)NC1CCCCCC1	-13	5%	0%	/	/	?	/	0%	0%	/	/
CCCCCc1cc(=O)oc2c(C(CCN3CCCC(C)C3)c3ccc4c(c3)OCO4)c(OC)cc(OC)c12 (stereo unspecified)	-41	0%	-46%[inhibitor]	3%	11%	?	/	-3%	-3%	-4%	-10%
COc1cccc(CNC(=O)c2nnn(CC(=O)Nc3ccc(C)c(C)c3)c2N)c1	-2	5%	1%	-11%	?	?	-3%	2%	0%	3%	3%
O=C(NCc1ccc(Cl)cc1)C1CCN(S(=O)(=O)c2ccc(F)cc2)CC1	-16	1%&1%	-5%	-8%[10 µM]	28%	-20%	4%	0%	-3%	12%	-8%
CN(Cc1ccccc1)C1(CNC(=O)CCC(F)(F)F)Cc2ccccc2C1	-1	0%	-2%	-4%	-2%[1.91 µM]	14%	-3%	-5%	-7%	2%	-5%
